Bim-Bcl-XL: disrupts Bim peptide binding to human Bcl-XL; inhibition, % at 10 µM; Q07817; 0.04% of 190,000 active; AID 1007; bead flow cytometry, fluorescence
Bim-Bcl-B: disrupts Bim peptide binding to human Bcl-B; Q9HD36; bead-based flow cytometry; inhibition, % at 10 µM; 0.073% of 190,000 active;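 also: 0% = tracer peptide without compound and 100% = reference inhibitor peptide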
Target sequence (Q9HD36 whole entry, looked up): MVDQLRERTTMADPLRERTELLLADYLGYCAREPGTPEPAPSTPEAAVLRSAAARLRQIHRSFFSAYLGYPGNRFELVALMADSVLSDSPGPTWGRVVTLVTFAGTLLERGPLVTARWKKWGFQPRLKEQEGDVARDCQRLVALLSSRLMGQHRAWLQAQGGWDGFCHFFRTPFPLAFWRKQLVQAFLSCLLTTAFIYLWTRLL
Bcl-W Bim block: disrupts Bim peptide binding to human Bcl-W; Q92843; bead-based flow cytometry; inhibition, % at 10 µM; 0.02% of 190,000 active;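 also: 0% = bound tracer without compound and 100% = peptide blocker; higher means less fluorescent Bim peptide bound to Bcl-W beads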
Target sequence (Q92843 whole entry, looked up): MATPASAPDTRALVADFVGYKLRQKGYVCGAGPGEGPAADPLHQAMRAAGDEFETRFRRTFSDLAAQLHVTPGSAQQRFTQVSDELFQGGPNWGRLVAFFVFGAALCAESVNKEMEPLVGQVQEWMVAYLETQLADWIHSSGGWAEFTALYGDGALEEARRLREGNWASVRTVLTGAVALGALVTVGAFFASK
Rac1 wt GTP bind: human Rac1 wildtype GTP binding, inhibitors and activators. GST-Rac1 beads, fluorescent GTP binding, flow cytometry; actives lie on both sides; 0 = cold GTP competed, 100 = untreated. GTP binding activity (% of control), % at 10 µM. 0.27% of 190,000 active;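 active = GTP binding activity at least 20 points away from the 100% control level, either lower or higher; inconclusive = compound flagged as likely green fluorescent, judged across all proteins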
Rac1 mut GTP: alters GTP binding to activated mutant human Rac1. 0.11% of 190,000 active. AID 764. GST-Rac1 activated beads, fluorescent GTP binding, flow cytometry; actives lie on both sides; 100% means binding = to untreated wells. P63000. percent activity (GTP binding), % at 10 µM;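 active = GTP binding at least 20 percentage points away from the 100% baseline, in either direction, so actives lie on both sides; inconclusive = Compound likely fluorescent itself, or too few beads counted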
Rab2 wt GTP: changes GTP binding to wildtype dog Rab2A, up or down; P61105; GST-Rab2 wt beads, Bodipy-GTP binding, flow cytometry; GTP binding activity, % at 10 µM; 0.19% of 190,000 active;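 active = GTP binding activity at least 20 points away from 100%, either lowered or raised; inconclusive = signal likely due to the compound's own green fluorescence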;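 also: 0% = beads with excess unlabeled GTP and 100% = no-compound control corrected for plate trend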
Bcl-2 Bim block: human Bim-Bcl-2 interaction inhibition; P10415; Bead-based flow cytometry, Bim peptide-Bcl-2 binding; inhibition, % at 10 µM; 0.06% of 190,000 active; AID 950; in the data active = inhibition above about 40%; inconclusive = no clear call, values can overlap the other calls;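 also: 0% = no compound wells with probe peptide and 100% = reference peptide inhibitor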
Target sequence (P10415 whole entry, looked up): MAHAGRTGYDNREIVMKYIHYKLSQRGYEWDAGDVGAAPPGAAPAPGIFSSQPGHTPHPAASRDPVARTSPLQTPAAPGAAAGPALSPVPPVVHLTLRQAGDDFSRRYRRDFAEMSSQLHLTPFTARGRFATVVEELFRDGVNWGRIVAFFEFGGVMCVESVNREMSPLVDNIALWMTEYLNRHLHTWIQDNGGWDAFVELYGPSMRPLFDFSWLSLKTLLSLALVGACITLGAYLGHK
HRas wt GTP bind: modulators of GTP binding to human HRas wildtype; GTP binding activity, % at 10 µM; AID 759; GST-Ras wt beads, Bodipy-FL-GTP binding, flow cytometry; actives lie on both sides; 0.14% of 190,000 active; P01112;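 active = GTP binding activity at least 20% away from the 100% baseline, either lowered as inhibitor or raised as activator; inconclusive = flagged as likely green fluorescent, judged across all proteins in the well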;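 also: 0% = unlabeled GTP competition control and 100% = no-compound control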
Target sequence (P01112 whole entry, looked up): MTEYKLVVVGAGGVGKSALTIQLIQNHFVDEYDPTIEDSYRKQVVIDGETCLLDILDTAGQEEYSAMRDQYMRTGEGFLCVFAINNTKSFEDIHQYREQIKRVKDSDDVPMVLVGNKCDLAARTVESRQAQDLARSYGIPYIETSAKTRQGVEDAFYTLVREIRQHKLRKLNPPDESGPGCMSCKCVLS
Bfl-1 Bim block: human Bim-Bfl-1 interaction inhibition; Q16548; Bead-based flow cytometry, Bim-Bfl-1 binding inhibition; inhibition, % at 10 µM; 0.12% of 190,000 active;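 also: 0% = wells without compound plus tracer and 100% = blocker peptide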
Rab7 wt modul: modulators of GTP binding to dog Rab7 wildtype GTPase. GST-Rab7 beads, fluorescent GTP binding, flow cytometry; actives lie on both sides; untreated = 100%, excess cold GTP = 0%. 0.055% of 190,000 active. AID 758. GTP binding activity (percent of control), % at 10 µM;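 active = fluorescent GTP binding to Rab7 beads changed by at least 20 points from the 100% baseline, either direction, mostly lower; inconclusive = compound itself probably fluorescent, or too few beads counted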;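 also: median green fluorescence of bound Bodipy-FL-GTP per Rab7 bead population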
Cdc42 wt: changes GTP binding to wildtype human Cdc42. P60953. GST-Cdc42 beads, Bodipy-GTP binding, flow cytometry; actives lie on both sides. percent activity (GTP binding), % at 10 µM. 0.2% of 190,000 active;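 active = percent activity GTP binding at least 20 points away from the 100% baseline, either down as inhibitor or up as activator; inconclusive = compound flagged as likely green fluorescent from well-wide comparison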;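 also: median bead fluorescence of bound Bodipy-FL-GTP at 100 nM; 0% = excess unlabeled GTP control and 100% = no compound control; below 100% means less GTP binding so inhibitor and above means activator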
Target sequence (P60953 whole entry, looked up): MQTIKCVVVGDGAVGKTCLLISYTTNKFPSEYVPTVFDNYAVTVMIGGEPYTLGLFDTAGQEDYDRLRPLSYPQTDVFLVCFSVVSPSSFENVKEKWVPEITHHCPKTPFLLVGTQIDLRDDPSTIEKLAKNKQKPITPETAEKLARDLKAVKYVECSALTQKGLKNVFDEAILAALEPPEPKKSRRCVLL
The depositor's hits bear a star; ? = inconclusive; nt = not tested or not shown; & = joins results of further samples. Rule as the data show it, unless noted: active = inhibition above about 40%.

SMILES	Bim-Bcl-XL	Bim-Bcl-B	Bcl-W Bim block	Rac1 wt GTP bind	Rac1 mut GTP	Rab2 wt GTP	Bcl-2 Bim block	HRas wt GTP bind	Bfl-1 Bim block	Rab7 wt modul	Cdc42 wt
CCc1ccc2oc(C(=O)Nc3ccc(S(N)(=O)=O)cc3)c(C)c2c1	1	0	0	98	96	95	-5	96	-3	91	95
COc1cccc(N2CCN(S(=O)(=O)c3cccc4cccnc34)CC2)c1	-6	-8	-3	103	95	100	-9	100	-5	93	101
COc1cc(/C=N/Nc2nc(Nc3ccccc3)nc(-n3nc(C)cc3C)n2)cc(OC)c1OC	0	0	1	97	98	93	0	95	-8	95	95
COc1ccc(C2Nc3ccccc3C(=O)N2Cc2ccco2)cc1CN1C(=O)c2ccccc2C1=O (stereo not given)	7&-1	0&-3	3&0	108&100	102&97	100&96	5&3	105&96	11&12	103&94	105&96
CCCCCCc1cc2cc(-c3nnc(-c4cc(OC)c(OC)c(OC)c4)o3)c(=O)oc2cc1O	-1	-11	-10	104	98	99	-4	101	-5	101	98
Cc1cc(C)n(C(=O)CCCn2nc(C)c([N+](=O)[O-])c2C)n1	-2	-5	-3	101	97	99	-3	96	-5	95	98
Cc1cc(N(CCO)CCO)ccc1C(c1ccc(N(CCO)CCO)cc1C)c1ccccc1Cl	-5	0	6	101	99	96	-4	98	9	97	94
O=C(Nc1cccc(C(=O)O)c1)/C(=C\c1ccccc1)NC(=O)c1ccccc1Cl	-9	-7	1	101	99	101	-10	99	-19	97	102
COc1ccc(-n2c(=S)[nH]c3cc(C(=O)NCCCN4CCCC4=O)ccc3c2=O)c(OC)c1	-4	-4	1	102	97	100	-7	98	-9	101	100
CCOC(=O)CSc1nc2c(c(=O)n(C)c(=O)n2C)n1Cc1ccccc1F	3	-5	4	97	95	98	-4	96	-9	96	97
O=[N+]([O-])c1ccc(C(O)C23CN4CN(CN(C4)C2)C3)cc1 (stereo not given)	-4	-6	-4	99	95	99	0	98	-12	102	95
COCCNC(=O)C(c1ccco1)N(Cc1ccc(OC)cc1)C(=O)Cn1nnc2ccccc21 (stereo not given)	1	-11	2	109	100	100	-9	103	-12	103	103
O=C(COc1ccc(Br)cc1)Nc1ccc([N+](=O)[O-])cn1	1	-5	0	99	96	96	-4	97	-8	98	96
COC(=O)c1sc(N)c(C(=O)OC)c1COC(=O)CNS(=O)(=O)c1cccc(C#N)c1	-9	-5	-4	107	104	104	-2	103	-2	104	104
COC(=O)c1ccc(NC(=S)NC2CC2)cc1	-3	-6	-2	96	96	96	-5	93	-7	93	98
O=Cc1c(N2CCN(c3ccccc3)CC2)nc2ccccn2c1=O	-3	-4	-1	93	96	93	-4	96	-8	101	92
Cn1c(NC2CCCCC2)c(N=O)c(=O)n(C)c1=O	2	-1	7	96	94	100	-1	98	5	103	97
FCCCOc1ccc(/C=N/OCc2c(Cl)cccc2Cl)cc1	0	-2	-1	99	98	99	1	99	1	94	100
COC(=O)c1c(NC(=O)c2ccco2)sc2c1CCC2	-8	-11	-1	103	99	97	-10	100	-14	101	99
O=C(COc1ccccc1)NC(=S)Nc1ccc2c(c1)Cc1ccccc1-2	17	13	11	99	98	95	12	97	19	96	98

4 entries from above, set out differently:
| Bim-Bcl-XL | Bim-Bcl-B | Bcl-W Bim block | Rac1 wt GTP bind | Rac1 mut GTP | Rab2 wt GTP | Bcl-2 Bim block | HRas wt GTP bind | Bfl-1 Bim block | Rab7 wt modul | Cdc42 wt | structure |
| --- | --- | --- | --- | --- | --- | --- | --- | --- | --- | --- | --- |
| -5 | 0 | 6 | 101 | 99 | 96 | -4 | 98 | 9 | 97 | 94 | Cc1cc(N(CCO)CCO)ccc1C(c1ccc(N(CCO)CCO)cc1C)c1ccccc1Cl |
| -9 | -7 | 1 | 101 | 99 | 101 | -10 | 99 | -19 | 97 | 102 | O=C(Nc1cccc(C(=O)O)c1)/C(=C\c1ccccc1)NC(=O)c1ccccc1Cl |
| 0 | 0 | 1 | 97 | 98 | 93 | 0 | 95 | -8 | 95 | 95 | COc1cc(/C=N/Nc2nc(Nc3ccccc3)nc(-n3nc(C)cc3C)n2)cc(OC)c1OC |
| 1 | -5 | 0 | 99 | 96 | 96 | -4 | 97 | -8 | 98 | 96 | O=C(COc1ccc(Br)cc1)Nc1ccc([N+](=O)[O-])cn1 |

Some of these compounds in order of length of the SMILES, rising:
SMILES	Bim-Bcl-XL	Bim-Bcl-B	Bcl-W Bim block	Rac1 wt GTP bind	Rac1 mut GTP	Rab2 wt GTP	Bcl-2 Bim block	HRas wt GTP bind	Bfl-1 Bim block	Rab7 wt modul	Cdc42 wt
COC(=O)c1c(NC(=O)c2ccco2)sc2c1CCC2	-8	-11	-1	103	99	97	-10	100	-14	101	99
CCc1ccc2oc(C(=O)Nc3ccc(S(N)(=O)=O)cc3)c(C)c2c1	1	0	0	98	96	95	-5	96	-3	91	95
Cc1cc(N(CCO)CCO)ccc1C(c1ccc(N(CCO)CCO)cc1C)c1ccccc1Cl	-5	0	6	101	99	96	-4	98	9	97	94
COc1cc(/C=N/Nc2nc(Nc3ccccc3)nc(-n3nc(C)cc3C)n2)cc(OC)c1OC	0	0	1	97	98	93	0	95	-8	95	95

New compounds follow
SMILES	Bim-Bcl-XL	Bim-Bcl-B	Bcl-W Bim block	Rac1 wt GTP bind	Rac1 mut GTP	Rab2 wt GTP	Bcl-2 Bim block	HRas wt GTP bind	Bfl-1 Bim block	Rab7 wt modul	Cdc42 wt
Cn1cnnc1SCc1ccccc1Br	-20	-2	-1	95	95	94	-4	95	-3	95	94
Cc1ccc(NC(=O)C2C(=O)N(C)c3ccccc32)cc1 (stereo not given)	-11	-3	-4	100	98	97	-10	100	-1	102	99
Cc1c(Cl)cccc1NC(=S)NCC1COc2ccccc2O1 (stereo not given)	-1	1	-3	91	93	93	1	93	5	98	92
CC(C)(C)c1ccc(C(=O)NCCn2c(N)c(C#N)c3nc4ccccc4nc32)cc1	-2	-5	0	95	95	96	-2	94	0	98	93
Cc1ccc(C2C(C#N)=C(N)N(c3cccnc3)C3=C2C(=O)CCC3)c(C)c1 (stereo not given)	-2	-6	0	99	96	99	-1	101	-4	104	98
Cc1ccc(N2CCN(C(=O)CCc3nc4ccccc4[nH]3)CC2)c(C)c1	-3	-4	3	105	101	103	-10	100	-7	102	104
Cc1ccc(NC(=O)CN2C(=O)N/C(=C/c3cc(C)n(-c4cccc(C(=O)O)c4)c3C)C2=O)cc1	-4	0	0	?	?	?	-2	?	-6	?	?
Cc1ccc(S(=O)(=O)N(C)c2ccc(OCC(=O)NCc3ccco3)cc2)cc1	-3	-6	0	104	99	99	-10	100	-12	96	102
CCOc1cccc(-c2nnc3sc(COc4ccccc4)nn23)c1	-5	-7	0	98	96	98	-10	98	-11	99	96
Cc1ccc(S(=O)(=O)N2CCC(=O)N(C(COCc3cccc(Cl)c3)Cc3ccccc3)CC2)cc1 (stereo not given)	-1	-2	-2	106	100	101	0	99	-2	100	99
Cc1ccc(CSc2n[nH]c(N)n2)cc1	-2	-1	1	96	94	95	2	96	-1	100	91
O=C(NC1CCCCC1)C(c1cccnc1)N(C(=O)CCl)c1cccc(Cl)c1 (stereo not given)	-5	-4	-2	103	100	100	-1	99	0	100	100
COc1cccc(C2c3c(oc4ccccc4c3=O)C(=O)N2c2ccccn2)c1 (stereo not given)	-3	-5	0	103	97	102	-3	102	-9	100	101
CCCCNC(=O)C(Cc1ccccc1)NS(=O)(=O)c1ccc2c(c1)c(=O)n(C)c(=O)n2C (stereo not given)	0	0	1	98	98	99	1	97	-5	96	99
C=CCn1c(Cc2c[nH]c3ccccc23)n[nH]c1=S	-7	-19	-1	96	96	97	-8	98	-7	98	99
O=C(Nc1ccc2c(c1)OCCO2)C1CCN(C(=O)c2ccccc2)CC1	-1	0	-2	99	98	98	-1	99	-2	99	100
CCCCOc1ccc(C(=O)Nc2cc(C)c(OCC(=O)N3CCOCC3)c(C)c2)cc1	-4	-6	-2	98	95	95	7	95	-5	92	96
COc1ccc(-c2nn(CC(=O)NCCc3ccccc3)c(=S)n2C)cc1	-1	-1	-3	104	100	98	-2	98	-2	95	100
COC(=O)C(Cc1ccccc1)NC(=O)c1cc(=O)[nH]c2ccccc12 (stereo not given)	-1	2	-1	98	95	97	-2	95	-3	97	96
CC(C)Oc1snc(Cl)c1C(N)=O	-1	-4	0	103	97	97	-2	99	-3	97	97
NC(=O)CSc1nnc(Cn2c(=O)sc3ccccc32)n1-c1cccc(Cl)c1	-5	-8	0	103	99	100	-12	101	-19	97	104
COc1ccc(S(=O)(=O)NC(CC(=O)NC2CCCC2)c2ccco2)cc1 (stereo not given)	-2	0	0	102	98	100	-3	101	-4	101	99
O=c1c2cnn(-c3ccccc3)c2ncn1Cc1ccccc1F	-2	0	-3	103	98	99	-5	103	-3	99	98
CCCNC(=O)NC(=O)COc1ccc(-c2ccc(C#N)cc2)cc1	-3	-2	-1	97	97	97	0	98	-3	99	98
O=C(Nc1cc(Cl)ccc1Oc1ccccc1)c1ccc(F)cc1	-6	-8	-3	102	99	100	-8	100	-7	103	102
COc1ccc(N2CCN(C(=O)CSc3nnc4ncccn34)CC2)cc1	0	-3	3	104	100	101	-3	102	-10	98	103
COCCc1ccc(OCC(O)CNC(C)C)cc1 (stereo not given)	0	-1	-3	100	98	98	5	98	0	93	97
COc1cc(OC)cc(C(=O)N[C@H](C(=O)NCc2cccs2)C(C)C)c1	-1	-2	0	94	92	95	-3	92	-4	97	95
CC(/C=C/c1ccccc1)=N/O	-5	-8	0	100	97	103	-3	103	-2	104	99
CCC(C)N(C)C(=O)c1cc2ccccc2c(-c2ccccc2Cl)n1 (stereo not given)	-1	-3	-1	97	93	95	-5	95	-8	96	93
Cc1nn(-c2ccccc2)c(Cl)c1C(=O)Nc1ccc(N2CCOCC2)cc1	-2	-3	-1	97	95	100	-2	98	-3	101	98
COc1ccc(CCNC(=O)c2cnc3n(c2=O)CCS3)cc1OC	-1	-4	1	104	95	96	-1	101	-9	100	100
CCOC(=O)c1c(-c2ccccc2)csc1NC(=O)/C(C#N)=C/c1ccc(O)c(OC)c1	nt	nt	nt	?	?	?	?	?	nt	?	?

Full records as entered above.
`COc1cc(OC)cc(C(=O)N[C@H](C(=O)NCc2cccs2)C(C)C)c1` is listed with Bim-Bcl-XL = -1; Bim-Bcl-B = -2; Bcl-W Bim block = 0; Rac1 wt GTP bind = 94; Rac1 mut GTP = 92; Rab2 wt GTP = 95; Bcl-2 Bim block = -3; HRas wt GTP bind = 92; Bfl-1 Bim block = -4; Rab7 wt modul = 97; Cdc42 wt = 95
`CCCNC(=O)NC(=O)COc1ccc(-c2ccc(C#N)cc2)cc1` is listed with Bim-Bcl-XL = -3; Bim-Bcl-B = -2; Bcl-W Bim block = -1; Rac1 wt GTP bind = 97; Rac1 mut GTP = 97; Rab2 wt GTP = 97; Bcl-2 Bim block = 0; HRas wt GTP bind = 98; Bfl-1 Bim block = -3; Rab7 wt modul = 99; Cdc42 wt = 98

Bioassay records (PubChem)
